Screening results as filed in PubChem.
V1R ag counter: counter-screen for oxytocin receptor agonists: human V1a receptor agonists; CHO-V1R cells, Fluo-8 calcium fluorescence, agonist mode; 0% DMSO, 100% 3 nM vasopressin; activation, % at 3 µM; 320,000 compounds, 0.25% hits;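 active means activation above the mean activation of all tested compounds plus 3 SD, per screening run, cut at about 20% in these data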;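 further: signal is peak over basal fluorescence ratio across a 100 second FLIPR read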
Target sequence (P37288 whole entry, looked up): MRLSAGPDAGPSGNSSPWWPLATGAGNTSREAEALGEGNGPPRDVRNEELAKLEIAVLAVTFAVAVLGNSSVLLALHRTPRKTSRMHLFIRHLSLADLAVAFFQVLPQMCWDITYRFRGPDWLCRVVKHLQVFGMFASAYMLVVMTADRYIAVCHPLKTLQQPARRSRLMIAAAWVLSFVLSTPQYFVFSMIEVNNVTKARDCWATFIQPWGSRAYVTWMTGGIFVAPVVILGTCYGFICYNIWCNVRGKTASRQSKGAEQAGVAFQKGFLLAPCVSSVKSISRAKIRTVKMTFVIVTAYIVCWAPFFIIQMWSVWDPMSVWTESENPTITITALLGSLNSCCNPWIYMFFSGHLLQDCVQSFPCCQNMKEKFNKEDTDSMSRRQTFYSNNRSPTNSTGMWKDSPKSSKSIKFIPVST
PfM18AAP inh: PfM18AAP enzyme inhibition; inhibition, % at 7.35 µM; recombinant PfM18AAP, H-Glu-NHMec fluorogenic cleavage; 290,000 compounds, 1.2% hits;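 active means inhibition above the campaign mean inhibition over all tested compounds plus 3 SD, cut at about 28% in these data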;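 further: 0% = plate median of test compound wells and 100% = 2 mM ZnCl2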
NALP1 inh: blocks the NALP1 inflammasome reconstituted in yeast | S. cerevisiae NALP1/ASC/caspase-1 growth, X-gal OD620, 72 h | 280,000 compounds, 0.61% hits | inhibition, % at 10 µM; in the data active means inhibition mostly above about 24%, no sharp cut-off; inactive means mostly below about 32%; further: some compounds called inactive have numbers as strong as hits
GalR3 antag: antagonists of human GalR3; O60755; HEK293 GalR3-CNG cAMP membrane potential fluorescence; galR3 body fused to GalR1 C-terminus; inhibition, % at 3 µM; 360,000 compounds, 0.44% hits; AID 651719;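 active means inhibition above the screen-wide average plus 3 SD, cut at about 13% in these data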;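 further: forskolin and galanin both at EC90 stimulate the cells; cAMP rise reported by CNG channel membrane potential dye signal; 0% = forskolin plus galanin with DMSO and 100% = forskolin alone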
Target sequence (O60755 1-299 limits assumed): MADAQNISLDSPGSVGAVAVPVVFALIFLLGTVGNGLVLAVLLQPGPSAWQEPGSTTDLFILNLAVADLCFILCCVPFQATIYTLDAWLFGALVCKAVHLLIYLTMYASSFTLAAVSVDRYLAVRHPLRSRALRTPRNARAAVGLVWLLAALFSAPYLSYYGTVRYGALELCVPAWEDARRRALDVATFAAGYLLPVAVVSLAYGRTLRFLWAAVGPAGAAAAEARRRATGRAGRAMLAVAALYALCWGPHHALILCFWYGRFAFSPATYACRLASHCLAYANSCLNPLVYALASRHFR
OXTR ag: human OXTR agonism; CHO-OTR cells, Fluo-8 calcium fluorescence; normalized: DMSO 0%, oxytocin 100%; 320,000 compounds, 0.32% hits; activation, % at 3 µM;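 active means activation above the mean of all tested compounds plus 3 SD, cutoff set per screening run, cut at about 20% in these data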;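 further: peak over basal fluorescence ratio from a 100 s FLIPR kinetic read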
Target sequence (P30559 whole entry, looked up): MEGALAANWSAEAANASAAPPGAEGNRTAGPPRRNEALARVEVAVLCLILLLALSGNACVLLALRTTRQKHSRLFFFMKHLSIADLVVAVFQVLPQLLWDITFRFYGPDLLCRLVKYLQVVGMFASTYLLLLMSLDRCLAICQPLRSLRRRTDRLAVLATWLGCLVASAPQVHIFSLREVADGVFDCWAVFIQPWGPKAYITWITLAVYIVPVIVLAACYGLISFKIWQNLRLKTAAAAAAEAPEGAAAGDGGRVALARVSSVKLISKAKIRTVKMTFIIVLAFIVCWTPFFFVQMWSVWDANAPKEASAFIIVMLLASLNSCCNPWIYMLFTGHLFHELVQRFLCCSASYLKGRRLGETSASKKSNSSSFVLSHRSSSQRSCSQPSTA
MEKK2wt PB1 HTS: raises or lowers MEK5 binding to wildtype human MEKK2 PB1 domain. Q9Y2U5. bead flow cytometry, Alexa488-MEK5 binding to MEKK2 WT; actives lie on both sides. binding response (% of control), % at 10 µM. 290,000 compounds, 1.1% hits; in the data active means binding response below about 67% or above about 130%
MEKK2 mut-MEK5: signal of MEK5 binding to mutant human MEKK2 PB1 domain; bead flow cytometry, Alexa488-MEK5 binding to MEKK2 mutant; percent response, % at 10 µM; 290,000 compounds, 0.35% hits; AID 1530; in the data active means percent response above about 24%, passing the limit was not always enough; further: inactives centre near 1; some results filed as inactive read as strong as hits
OXTR potentiator: potentiators of human oxytocin receptor. CHO-OTR cells, Fluo-8 calcium fluorescence, potentiator mode; 0% = oxytocin EC15, 100% = EC100. activation, % at 3 µM. 320,000 compounds, 0.061% hits;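 active means activation above that plate's cutoff, the mean activation of tested compounds plus 3 SD, cut at about 6.6% in these data, passing the limit was not always enough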;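 further: 100% uses oxytocin at 75 nM as the full agonist control; some results filed as inactive read as strong as hits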
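Measured by – Fluo-8 calcium dye fluorescence · Test system – human OTR in CHO cells · Dosing – one concentration, 3.0 µM compound · Controls – EC15 oxytocin alone as 0%, 75 nM oxytocin as 100% · Evaluation – normalized max/min fluorescence ratio, % activation · Timing – 6 min pre-incubation, 100 s read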
GPR7 antagonist: blocks human GPR7 receptor signaling; P48145; GPR7-expressing cells, fluorescence antagonist assay; inhibition, % at 4.4 µM; 290,000 compounds, 1.1% hits; AID 1861; in the data active means inhibition above about 16%, passing the limit was not always enough;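 further: cells stimulated with the agonist NPW; 0% = agonist with vehicle and 100% = vehicle without agonist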
An asterisk follows results filed as active; . = no result given.

SMILES | V1R ag counter | PfM18AAP inh | NALP1 inh | GalR3 antag | OXTR ag | MEKK2wt PB1 HTS | MEKK2 mut-MEK5 | OXTR potentiator | GPR7 antagonist
CCOc1cc(NS(=O)(=O)CC)c(OCC)cc1NC(=O)c1ccco1 | 0.5 | 8 | 29 | -1 | 3.4 | 95 | 0 | -2 | -13
Cc1ccc(S(=O)(=O)NCC2CCC(C(=O)NCCCOC(C)C)CC2)cc1 (configuration not stated) | -0.1 | -4 | 8 | . | -0.2 | 97 | -1 | 0 | 9
Nc1c(C(=O)Nc2ccc3c(c2)OCCO3)nnn1Cc1ccc(Br)cc1 | 8.8 | . | . | -3 | 8.4 | . | . | -15 | .
Cc1nn(C)cc1C(=O)Nc1c(C)nn(Cc2ccccc2Cl)c1C | 0.6 | -1 | -5 | 2 | -0.3 | 93 | -2 | -9 | -3
CC(=O)N(c1ccc(C)cc1)C1C=CS(=O)(=O)C1 (configuration not stated) | 0.5 | 6 | -4 | 3 | 1.8 | 118 | 7 | -2 | -7
O=C1CC(Cc2ccc(Cl)cc2)C(=O)N1c1ccccn1 (configuration not stated) | -0.5 | -6 | 5 | -5 | -0.8 | . | . | 0 | -8
CCN(C(=O)CSc1nnc(COc2ccccc2F)n1N)C1CCS(=O)(=O)C1 (configuration not stated) | -1.1 | -9 | 9 | 1 | 0.0 | 110 | 11 | 3 | -9
CN(C)C(=O)COc1ccc(C(=O)/C=C/c2cccnc2)cc1 | 0.7 | -2 | 14 | -4 | 1.2 | 103 | -2 | 1 | -4
C/C(=N\Nc1ccc(Cl)c(C(=O)O)c1)c1cccs1 | 0.2 | 9 | -8 | 4 | 3.0 | 103 | -3 | -15 | -8
CCOC(=O)c1cccc(NC(=O)c2ccco2)c1 | -0.4 | -6 | . | -5 | -1.8 | 94 | 2 | -5 | -2
CC(C)c1ccc(-c2nc(N3CCCCCC3)nc3n[nH]c(N)c23)cc1 | -1.3 | 4 | 13 | -3 | -1.3 | 86 | -11 | -8 | -7
Cc1nc(NCC2CCCO2)[nH]c(=O)c1CCC(C)C (configuration not stated) | 0.6 | 5 | 3 | -2 | -0.8 | 99 | 1 | -14 | 0
CC(C)c1ccc(NC2CCCN(C(=O)c3ccsc3)C2)cc1 (configuration not stated) | 2.2 | -2 | 10 | -5 | -0.5 | 103 | 3 | -4 | 2
N#CCSc1nc2ccccc2c(=O)n1CC1CCCC1 | -1.6 | -2 | -2 | -2 | -1.1 | 106 | -2 | 1 | 9
O=S(=O)(c1ccccc1)c1nc(-c2ccccc2Cl)oc1NCCN1CCOCC1 | 0.5 | -4 | 12 | -3 | 0.7 | 101 | -5 | -7 | -8
COC(=O)c1ccc(COc2ccc(/C=C(\C#N)c3nc4ccccc4[nH]3)cc2OC)o1 | -0.9 | 1 | -16 | -5 | -0.1 | 95 | -1 | -7 | -6
CN1CCN(c2nc3c(c(=O)[nH]c(=O)n3C)n2CC(N)=O)CC1 | 0.0 | 2 | 4 | -2 | -0.3 | 94 | -2 | -8 | -2
CCC(=O)N/C(N)=N/c1nc2ccccc2o1 | 1.6 | 3 | 14 | -4 | -1.3 | 99 | 0 | -7 | -11
O=C(NC(Cc1ccccc1)C(=O)O)/C(=C/c1ccc([N+](=O)[O-])cc1)NC(=O)c1ccco1 (configuration not stated) | 3.0 | 10 | 5 | -8 | 0.9 | 91 | -9 | -13 | 17
O=c1[nH]c2ccc(NS(=O)(=O)c3ccc(Cl)cc3)cc2[nH]1 | 0.5 | -10 | -16 | -6 | -0.3 | 98 | -4 | -8 | -3
COC(=O)c1sccc1NC(=O)CNC(=O)c1ccccc1 | 1.9 | -2 | -19 | -4 | -0.1 | 104 | -1 | -7 | -4
O=C(NC1CCCC1)C1CCN(C(=O)c2ccccc2Cl)CC1 | 0.3 | -13 | 14 | -9 | 0.1 | 98 | -2 | -6 | 0
COc1ccc(Cc2nc3ccc(C(=O)N4CCCCC4CCO)cc3o2)cc1 (configuration not stated) | 5.0 | -2 | 25 | -8 | 2.8 | 93 | 4 | -6 | 17
CCOC(=O)c1cc(NC(=O)/C=C\C(=O)O)ccc1Cl | 1.0 | -3 | 21 | -5 | 0.4 | 97 | -2 | -3 | 0
O=C(COC(=O)c1ccccc1NC(=O)C1CC1)c1ccc2c(c1)OCCO2 | 0.9 | -1 | 28 | -12 | -2.4 | 104 | 2 | 3 | 2
SMILES | V1R ag counter | PfM18AAP inh | NALP1 inh | GalR3 antag | OXTR ag | MEKK2wt PB1 HTS | MEKK2 mut-MEK5 | OXTR potentiator | GPR7 antagonist
Cc1ccccc1-c1cc(C(=O)NCc2cccc(Br)c2)n(CC2CC(c3cccnc3)=NO2)n1 (configuration not stated) | 0.7 | . | . | -5 | -0.4 | . | . | -3 | .
Nc1ncc(Br)cc1S(=O)(=O)Nc1ccccc1F | 0.1 | 0 | 11 | -8 | -0.4 | 101 | -7 | -9 | 11
Cc1ccc(CC2C(=O)N(c3ccc(C)cc3)C(=O)C2C)cc1 (configuration not stated) | -1.6 | 0 | 6 | -4 | -2.9 | 105 | 3 | -16 | -16
O=C(O)c1ccc(-c2ccc(OS(=O)(=O)c3ccccc3F)cc2)cc1 | 7.1 | -6 | 6 | -8 | 5.2 | 101 | 5 | -8 | -7
COc1cc2c(cc1OC)C(c1ccc3c(c1)OCO3)CC(=O)N2 (configuration not stated) | 0.7 | -2 | 4 | . | 0.3 | 105 | 4 | -7 | 5
Cc1nc(N)c(CC(Br)CBr)c(Cl)n1 (configuration not stated) | 0.3 | 1 | -45 | 2 | 1.6 | 95 | 0 | -2 | -8
CCCCc1c(O)nc(SCC(=O)Nc2ccc(C)cc2)n(-c2ccc(OC)cc2)c1=O | 13 | 3 | -7 | -6 | 1.2 | 109 | 6 | -7 | -15
Cc1ccc(C(=O)N2CCN(C)CC2)cc1S(=O)(=O)N1CCOCC1 | 0.4 | -9 | 21 | -1 | 0.1 | 98 | -5 | -11 | -7
COc1ccc(NC(=O)c2nc[nH]c2C(=O)N(C)Cc2ccccc2)cc1 | 0.8 | . | . | -5 | 1.5 | 101 | -5 | -2 | .
COc1ccccc1NC(=O)NCC(c1ccco1)N1CCCCC1 (configuration not stated) | -0.1 | -23 | -6 | -1 | -1.0 | 104 | 0 | -13 | 0
O=C(NCSc1ccccc1)c1ccccc1 | 0.0 | . | . | -6 | 1.3 | . | . | -14 | .
Cc1cc(NC(=O)Nc2ccccc2)n(C(C)(C)C)n1 | 0.1 | -13 | 6 | -8 | -0.3 | 104 | 6 | -5 | -1
NC(=O)CSc1nnc(CSc2ncccn2)n1-c1ccccc1 | 2.8 | -4 | 6 | -1 | 0.3 | 86 | -14 | -7 | -8
O=C(c1ccc(Br)o1)N1CCCc2ccccc21 | -1.7 | -4 | 12 | -4 | -2.0 | 107 | 7 | -2 | -5
O=C(c1cc(-c2ccc(Cl)cc2)n(-c2cc(Cl)ccc2Cl)n1)N1CCOCC1 | -0.6 | 0 | 5 | -1 | -1.3 | 102 | 1 | 3 | -10
CN(C)S(=O)(=O)c1cccc(COC(=O)c2cccnc2Cl)c1 | 12 | -2 | 0 | -8 | 15 | 110 | 8 | -15 | 6
COC(=O)Cn1ncc2c3ccccc3n(Cc3ccccc3)c2c1=O | -1.2 | -7 | 1 | -4 | -2.3 | 93 | 0 | -12 | 3
O=C(CCCCCn1c(=O)[nH]c2ccccc2c1=O)NCCCN1CCN(c2ccccc2F)CC1 | 8.9 | -2 | 3 | -4 | 4.9 | . | . | -10 | 3
CCOc1cc(N2CCOCC2)c(OCC)cc1NC(=O)CN1C(=O)NC(Cc2ccccc2)C1=O (configuration not stated) | -0.4 | 3 | 36 | -1 | -1.0 | 96 | -3 | -11 | 0
CCN(CC)S(=O)(=O)c1ccc(NC(=O)c2nc3nc(C)cc(C)n3n2)cc1 | 2.0 | 4 | . | 0 | 0.6 | 96 | -2 | -3 | -13
Cc1cc(C)cc(NC(=O)C(OC(=O)Cn2cnc3c2c(=O)n(C)c(=O)n3C)c2ccccc2)c1 (configuration not stated) | -1.2 | . | . | -3 | -2.1 | . | . | -14 | .
O=C(Nc1ccccc1)C1=C(O)CC(c2ccoc2)CC1=Nc1ccccc1 (configuration not stated) | 1.3 | -13 | 2 | -3 | -0.5 | 85 | -6 | 7 | 21
CC1CCCCC1NS(=O)(=O)CCNC(=O)c1ccccc1 (configuration not stated) | -0.7 | . | . | -2 | -0.3 | . | . | -10 | .
CNS(=O)(=O)c1cccc(C(=O)OCC(=O)Nc2ccc(-c3nc4ccc(C)cc4s3)cc2)c1 | 0.9 | -2 | 15 | . | 0.7 | 96 | -1 | -3 | 7
CC(C)OC(=O)CN1C(=O)S/C(=C/c2ccc(N3CCCCC3)o2)C1=O | 0.4 | 9 | -2 | -3 | 3.0 | 91 | -1 | -3 | 3
SMILES | V1R ag counter | PfM18AAP inh | NALP1 inh | GalR3 antag | OXTR ag | MEKK2wt PB1 HTS | MEKK2 mut-MEK5 | OXTR potentiator | GPR7 antagonist
Nc1nc(CCl)nc(Nc2ccccc2)n1 | 0.1 | 3 | 5 | -7 | 1.5 | 94 | -4 | -12 | -8
O=C(NC1CC1)C1=C[C@@H](c2csc3ccccc23)C[C@@H](OCc2ccc(CO)cc2)O1 | 1.6 | -10 | 10 | -5 | 3.2 | 95 | -1 | -13 | -2
COc1cccc(-c2ccc3c(c2)S(=O)(=O)c2cccc(C(=O)O)c2C3=O)c1OC | 0.3 | . | . | 0 | 0.1 | . | . | -3 | .
O=C(Nc1ccc2[nH]c(=O)[nH]c2c1)C(F)(F)F | 0.1 | -1 | -2 | -6 | 0.6 | 104 | 1 | -10 | -1
O=C(NCCCN1CCOCC1)c1cc2c(s1)CSC2 | -0.1 | 2 | 11 | -4 | 0.2 | 114 | 2 | -4 | -14
CCCC(=O)C1=C(O)C(C(=O)OC)C(C)(C)CC1=Nc1ccncc1 (configuration not stated) | 1.1 | 5 | 10 | -1 | -0.6 | 105 | 18 | -4 | -4
O=C(Nc1sc2c(c1C(=O)O)CCCC2)c1ccc(Cl)cc1 | 2.1 | -14 | 3 | -6 | -0.2 | 99 | 7 | -4 | 8
CCOc1ccc(C(=O)n2cnnc2N)cc1 | -0.1 | 48* | . | 1 | -0.4 | 81 | -21 | -3 | -12
COc1ccc(/C=N/NC(=O)C2c3ccccc3Oc3ccccc32)c(OC)c1 | 0.8 | 3 | 36 | 1 | 1.9 | . | . | -4 | -12
COc1ccc(/C=C/C(=O)c2cc(Br)ccc2OC(=O)c2ccco2)cc1OC | 0.4 | 21 | 27 | -4 | 0.1 | 90 | -2 | -6 | 6
COc1cc(/C=N/Nc2nc(=O)[nH]nc2C)ccc1O | -0.3 | -1 | -39 | 3 | -1.1 | 101 | 0 | -5 | -16
CSc1nnnn1-c1ccc(C)c(Cl)c1 | 1.0 | 1 | 2 | -13 | -0.9 | 100 | -1 | -7 | -1
CC(C)CNC(=O)C(=O)NCc1ccccc1 | 0.4 | 2 | -6 | -5 | 0.2 | 98 | 0 | 0 | -5

Single records, as listed above.
Shown for O=C(NC1CC1)C1=C[C@@H](c2csc3ccccc23)C[C@@H](OCc2ccc(CO)cc2)O1 = V1R ag counter: 1.6; PfM18AAP inh: -10; NALP1 inh: 10; GalR3 antag: -5; OXTR ag: 3.2; MEKK2wt PB1 HTS: 95; MEKK2 mut-MEK5: -1; OXTR potentiator: -13; GPR7 antagonist: -2
Shown for COc1cc(/C=N/Nc2nc(=O)[nH]nc2C)ccc1O = V1R ag counter: -0.3; PfM18AAP inh: -1; NALP1 inh: -39; GalR3 antag: 3; OXTR ag: -1.1; MEKK2wt PB1 HTS: 101; MEKK2 mut-MEK5: 0; OXTR potentiator: -5; GPR7 antagonist: -16
